KB-V1 cytotox: qHTS assay for MDR1-selective chemotherapeutics: Primary screen using the drug-selected MDR subline cells KB-V1 | KB-V1 MDR cells viability, CellTiter-Glo, 72 h | Potency, µM (highest dose often 46.1 µM), for inactives: top-dose activity change, negative = cytotoxicity, most hits filed as cytotoxic | hit rate 3.4% among 400,000 | AID 1347076, 2019; further: potency means the concentration at half of the fitted maximal effect; on the % scale 0 is the no-effect control and ±100 the full control effect; nearly all actives have a fitted effect of over 60% in size
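KB-V1 cells (P-gp-expressing MDR subline of KB-3-1) in phenol-red-free DMEM with 10% FBS were exposed to library compounds over a concentration series for 72 h at 37 degrees C. Viability read by CellTiter-Glo luminescence; concentration-effect curves fitted after normalization.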
D3 ag: qHTS of D3 Dopamine Receptor Agonist: qHTS; AID 652048, 2013; hit rate 0.58% among 410,000; max activation, %; D3R DiscoveRx beta-arrestin cells, luminescence, 90 min; in the data active means max activation above about 30%; further: 0% is about no effect; mostly tested at two doses, the higher about 12 µM
Target sequence (P35462 whole entry, looked up): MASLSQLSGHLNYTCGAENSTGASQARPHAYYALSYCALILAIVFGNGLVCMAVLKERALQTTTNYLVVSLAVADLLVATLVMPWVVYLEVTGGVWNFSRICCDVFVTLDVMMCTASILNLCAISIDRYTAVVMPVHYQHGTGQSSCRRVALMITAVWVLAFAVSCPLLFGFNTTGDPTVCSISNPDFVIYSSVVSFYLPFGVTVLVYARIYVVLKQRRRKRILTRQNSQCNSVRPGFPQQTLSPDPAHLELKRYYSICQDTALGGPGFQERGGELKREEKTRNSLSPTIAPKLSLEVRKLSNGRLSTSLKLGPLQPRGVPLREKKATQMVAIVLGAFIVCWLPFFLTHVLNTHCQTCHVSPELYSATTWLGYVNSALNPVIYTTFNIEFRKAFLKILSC
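Agonist-mode cell screen: cells plated at 1500/well and incubated overnight at 37 °C, then exposed to library compounds for 90 min at 37 °C. Detection reagent was added for 30–60 min at room temperature, and luminescence was read.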
GLP-1R inv ag: qHTS of GLP-1 Receptor Inverse Agonists (Inhibition Mode). HEK293 GLP-1R CRE-luciferase, luminescence, 24 h; GLP-1R form is constitutively active. Potency, µM (series often up to 38.3 µM), for inactives: at the highest dose activity change, negative = inhibition, usual class: inhibitors. hit rate 1.6% among 410,000; further: potency means the concentration at half of the fitted maximal effect; on the % scale 0 is the no-effect control and ±100 the full control effect; nearly all actives have a fitted effect of over 55% in size
Target sequence (P43220 whole entry, looked up): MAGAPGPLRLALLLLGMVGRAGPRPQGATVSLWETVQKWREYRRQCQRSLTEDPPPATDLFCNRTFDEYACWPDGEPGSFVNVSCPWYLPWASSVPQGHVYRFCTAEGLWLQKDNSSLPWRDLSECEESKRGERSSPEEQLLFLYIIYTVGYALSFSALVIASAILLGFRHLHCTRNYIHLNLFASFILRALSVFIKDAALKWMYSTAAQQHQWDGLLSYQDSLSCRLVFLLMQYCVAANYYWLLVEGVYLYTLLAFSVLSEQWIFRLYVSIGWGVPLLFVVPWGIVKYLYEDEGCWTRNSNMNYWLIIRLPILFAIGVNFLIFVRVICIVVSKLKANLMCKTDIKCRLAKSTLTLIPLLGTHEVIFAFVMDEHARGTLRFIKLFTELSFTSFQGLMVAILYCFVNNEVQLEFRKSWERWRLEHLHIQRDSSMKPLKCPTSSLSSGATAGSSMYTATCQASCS
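Stable HEK293 clone (constitutively active GLP-1R + cAMP-response luciferase); 200 cells/uL plated, 12 h pre-culture, compound 24 hr, 37 deg C/5% CO2; detection reagent 12 min RT; luminescence.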
aSyn rescue: qHTS of alpha-syn Inhibitors. Yeast expressing alpha-synuclein, growth rescue, BacTiter-Glo, 24 h. Potency, µM (titrated, usually from 46.1 µM), for the others: at the top dose growth rescue (activation), hits mostly activators. hit rate 0.14% among 370,000. AID 652106, 2013; further: potency means the concentration at half of the fitted maximal effect; % of control where 0% means no effect; nearly all actives have a fitted effect of over 65% in size
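Readout is rescue of growth in alpha-synuclein-expressing yeast, so inhibitors of toxicity appear as activators. Growth after 24 hr at 30 deg C in galactose medium is quantified by luminescence.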
HEK293 tox: qHTS of GLP-1 Receptor Inverse Agonists: Cytotox Screen | HEK293 cAMP-luciferase reporter cells, luminescence, 24 h | Potency, µM (highest dose often 38.3 µM), without a hit: top-dose activity change, negative = inhibition, hits mostly inhibitors | hit rate 0.13% among 410,000 | AID 624418, 2012;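 further: loss of luciferase light is scored as toxicity; potency means the concentration at half of the fitted maximal effect; on the % scale 0 is the no-effect control and ±100 the full control effect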
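Here, cytotoxicity is scored as loss of luminescence. The MLSMR collection was tested on cells seeded in medium containing 10% Nu serum, with a 24 hr compound exposure preceded by 12 hours of culture.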
DRD3 antagonist: qHTS of D3 Dopamine Receptor Antagonist: qHTS; D(3) dopamine receptor (Homo sapiens), P35462; D3R cells, DiscoveRx beta-arrestin luminescence, antagonist mode; stronger effect = lower value; max response, negative = inhibition, %; hit rate 2.5% among 360,000; AID 652054, 2013; in the data active means max response below about -50%; inconclusive means no clear call, values can overlap the other calls; further: on the % scale 0 is the no-effect control and ±100 the full control effect; mostly tested at two doses, the higher about 12 µM
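Cells expressing the human receptor were seeded at 1500 cells/well, incubated overnight at 37 degrees C in 5% CO2, then exposed to library compounds with dopamine controls for 90 minutes at 37 degrees C before luminescent detection.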
TDP43 rescue: qHTS of TDP-43 Inhibitors; TDP-43 expressing yeast growth rescue, BacTiter-Glo, 24 h; Potency, µM (top dose mostly 46.1 µM), for inactives: at the top dose growth rescue (activation), actives largely listed as activators; hit rate 1.8% among 410,000; further: potency means the concentration at half of the fitted maximal effect; % of control where 0% means no effect; nearly all actives have a fitted effect of over 50% in size
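Yeast cells expressing TDP-43 under galactose induction are exposed to compounds for 24 hr at 30 deg C. BacTiter-Glo luminescence measures growth, so protective compounds score as activators.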
GLP-1R agonist: qHTS of GLP-1 Receptor Agonists | Potency, µM (top dose mostly 45.6 µM), inactives show top-dose activation, most hits filed as activators | hit rate 0.007% among 380,000 | Glucagon-like peptide 1 receptor (Homo sapiens), P43220 | AID 624172, 2012 | HEK293 GLP-1R CRE-luciferase, luminescence, 4-6 h; cells express a hypersensitive GLP-1R form; further: potency means the concentration at half of the fitted maximal effect; % of control where 0% means no effect
PTHR1 ag: qHTS for PTHR1 Agonists: Primary Screen. HEK293 GP2 PTHR1 cells, GloSensor cAMP luminescence, 1 h. hit rate 0.075% among 410,000. Parathyroid hormone/parathyroid hormone-related peptide receptor (Homo sapiens), Q03431. Potency, µM (titrated, usually from 115 µM), for the others: at the highest dose activation, usual class: activators; further: potency means the concentration at half of the fitted maximal effect; nearly all actives have a fitted effect of over 55% in size; some results filed as inactive show a strong effect at the top dose; inactives centre near -15; many of its hits are not listed in these tables
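HEK-293-derived GP2 cells expressing PTHR1 and a GloSensor cAMP reporter, 3,000/well, plated overnight, given luciferin plus IBMX (each 0.5 mM as added) for 1 h at 37 °C, then compound for 1 h at 37 °C. Luminescence was read after 15 min at room temperature.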
* hit, by the source's call; i = inactive; ? = inconclusive; · = not tested or not shown; [ ] = dose if it differs, or a comment. Unless noted, the call rests on the fitted dose curve; in most records, active means well fitted curve in the direction sought with a large enough effect; inconclusive means small, poorly fitted or top-dose-only effect, or another doubt; inactive means no such curve, though single readings can be large; an effect the other way counts as inactive or inconclusive. Not all compounds are listed; the hit share may differ from the screen's.

smiles | KB-V1 cytotox | D3 ag | GLP-1R inv ag | aSyn rescue | HEK293 tox | DRD3 antagonist | TDP43 rescue | GLP-1R agonist | PTHR1 ag
CCC1CN(C(=O)N2CCC(C(=O)NCCc3ccccc3OC)CC2)c2ccccc2O1 (stereo not drawn) | ? | 1.0 | ? | 0.0% | -20.2% | -3.6 | -13.5% | -4.3% | -53.0%[inhibitor]
CS(=O)(=O)Nc1ccc(-c2cnc3cccnn23)cc1 | ? | 4.0 | -32.4% | -0.7% | 0.9% | -5.0 | 17.4% | -5.5% | -12.6%
Cc1ccc(N2C(N)=C(C#N)C(c3cccnc3)C3=C2CC(C)(C)CC3=O)cc1 (stereo not drawn) | -0.1% | -9.7 | -13.7% | 4.3% | ? | 16.6 | 14.6% | -6.4% | i
CCOC(=O)c1c(NC(=O)COC(=O)CCOc2cc(C)ccc2C)sc(C(=O)N(C)C)c1C | ? | 5.7 | -25.5% | 19.2% | -41.9% | 7.0 | 10.5% | 28.7% | -15.8%
COc1ccc(-c2csc(C(C)(O)c3ccccc3)n2)cc1 (stereo not drawn) | -1.3% | -12.4 | ? | 0.8% | 1.4% | -0.1 | 26.9% | 17.1% | -19.5%
CCc1nn(C(C)C(=O)NCCN2CCN(c3cccc(C)c3C)CC2)c(=O)c2cc3occc3n12 (stereo not drawn) | -2.0% | -9.5 | ? | 4.6% | -31.5% | -59.0* | -2.7% | -3.5% | -5.9%[57.5 µM]
CO[C@H]1C=CO[C@@]2(C)Oc3c(C)c(O)c4c(O)c(c(C=NN5CCN(C)CC5)c(O)c4c3C2=O)NC(=O)C(C)=CC=C[C@H](C)[C@H](O)[C@@H](C)[C@@H](O)[C@@H](C)[C@H](OC(C)=O)[C@@H]1C | 16.4% | -39.0 | ? | -8.3% | ? | -76.3* | -35.7%[inhibitor] | -0.2% | -5.4%
CCn1c(CNC(=O)c2cccc(C)c2)nnc1SCC(=O)NC1=NCCS1 | 19.5% | -2.6 | 1.8% | 0.5% | 2.9% | 3.7 | -2.2% | 0.0% | 6.3%
CCC1(C)Cc2c(sc(NC(=S)NC(=O)c3ccccc3)c2C#N)CO1 (stereo not drawn) | -12.6% | 6.8 | 11.4% | -2.3% | 0.3% | 10.2 | ? | 1.3% | -0.6%
OC(CNCc1ccc(F)cc1)(c1ccccc1)c1ccc(F)cc1 (stereo not drawn) | -9.1% | 1.3 | ? | -2.6% | -2.2% | 0.1 | 12.8% | -8.9% | i

smiles | KB-V1 cytotox | D3 ag | GLP-1R inv ag | aSyn rescue | HEK293 tox | DRD3 antagonist | TDP43 rescue | GLP-1R agonist | PTHR1 ag
Cc1c(C(=O)NCc2ccc(F)cc2)c(-c2ccccc2)nn1-c1ccccc1 | -10.2% | 6.6 | 5.01µM* | 0.6% | 1.7% | 42.5 | 9.3% | 4.9% | -11.3%[57.5 µM]
COc1cc(/C=N/Nc2cccc(C)c2)ccc1OC(=O)c1ccco1 | 2.4% | 4.8 | ? | 0.1% | 5.3% | 1.8 | 18.2% | -12.5% | i
CC(C)NC(=O)C1(C)CCN1CCC(=O)c1ccccc1 (stereo not drawn) | 4.6% | 6.2 | 17.4% | -0.1% | 5.8% | 17.1 | 19.0% | 9.6% | i
CCOc1ccc(N(CC(=O)NCCCOC)S(C)(=O)=O)cc1 | ? | -2.6 | 18.9% | 0.0% | -0.2% | 4.8 | 8.5% | 0.8% | -3.8%[57.5 µM]
Cc1ccccc1N1CCN(S(=O)(=O)c2nnc(NC(=O)c3ccccc3)s2)CC1 | 8.1% | -3.3 | ? | · | -2.6% | · | -1.3% | · | -84.6%[inhibitor]
CSc1ccc(Cn2c(C)c(C(=O)NCc3ccc(C(C)C)cc3)sc2=O)cc1 | 16.4µM* | 9.6 | ? | 27.9% | 2.5% | 4.9 | 12.9% | -1.5% | i
CC1(C)NC(=O)N(CC(O)Cn2nnc3ccccc32)C1=O (stereo not drawn) | 16.4% | 3.4 | 22.3% | -13.2% | -8.9% | -3.3 | 4.0% | -2.6% | -3.2%
COCCCNc1nc2c(c(=O)[nH]c(=O)n2C)n1CC(O)COc1ccc(Cl)cc1 (stereo not drawn) | 43.7% | 5.4 | 0.7% | · | 3.0% | · | 26.6%[9.22 µM] | · | -8.6%
CCNc1nc(NC(C)C)nc(Oc2ccc(OCCOc3ccc(C)cc3)nn2)n1 | ? | 2.9 | ? | 1.0% | -22.2% | 14.8 | -13.9% | 21.2% | i
COc1cccc(NC(=O)CN(C)C(=O)c2cccc(S(=O)(=O)N3CCN(c4ccc(F)cc4)CC3)c2)c1 | ? | 1.4 | ? | 2.7% | -8.2% | -7.6 | -6.0% | -3.8% | -47.9%[inhibitor]

smiles | KB-V1 cytotox | D3 ag | GLP-1R inv ag | aSyn rescue | HEK293 tox | DRD3 antagonist | TDP43 rescue | GLP-1R agonist | PTHR1 ag
COc1ccc(Cl)cc1NC(=O)CSc1nc(=O)[nH]c2c1CCC2 | · | -0.9 | 13.1% | -2.8% | -13.1% | · | ? | · | -11.5%
CC1=Nc2nc(N3CCCCCC3)c(C#N)c3c4c(nc(c23)N1)N(c1ccc2ccccc2c1)C(=O)C4 | -29.7% | 1.1 | 0.501µM* | -0.8% | 4.5% | -2.1 | 9.1% | -6.4% | i
COc1cc(/C=N/NC(=O)c2ccc(NC(=O)C3CCCCC3)cc2)ccc1O | 0.0% | 9.0 | -2.0% | -12.0% | -4.2% | -3.6 | -3.7% | 6.9% | -0.4%
O=C(Cn1ncc2c3ccccc3n(Cc3ccc(Cl)cc3)c2c1=O)N1CCCCCC1 | -5.6% | -9.8 | -15.0% | · | 2.5% | · | 0.1%[9.22 µM] | · | -24.4%
COc1ccccc1NC(=O)c1cc(S(=O)(=O)N2CCC3(CC2)OCCO3)ccc1F | -15.8% | 10.7 | 2.8% | 0.0% | -20.1% | -22.3 | -14.3% | -7.9% | i
O=C(c1cc(Br)ccc1Cl)N1CCCC1 | 0.0% | -7.1 | -8.7% | 0.2% | 0.6% | 1.2 | -3.6% | 4.3% | ?
Cc1ccnc(NC(=O)C2CC(=O)N(Cc3ccccc3)C2)c1 (stereo not drawn) | 5.0% | -0.6 | -25.9% | -1.7% | -12.6% | 0.6 | -34.5%[inhibitor] | 2.1% | -17.3%
COc1ccc([N+](=O)[O-])cc1NC(=O)COC(=O)C=C(C)C | 5.5% | 11.2 | 3.2% | 0.3% | -10.0% | 3.1 | 17.5% | 9.3% | i
COc1ccc(NC(=O)CN2C(=O)c3cccc4cccc2c34)c(OC)c1 | -22.0% | 0.9 | 9.6% | 0.0% | 2.5% | 14.6 | 22.0% | 5.5% | i
O=C(Nc1ccc2c(c1)CCC2)c1cnc(Cl)c(Cl)c1 | 4.9% | -9.0 | -11.1% | 1.6% | -5.8% | -0.7 | 0.0% | 8.9% | -18.0%

Looked up above:
D3 ag, `Cc1ccnc(NC(=O)C2CC(=O)N(Cc3ccccc3)C2)c1` (stereo not drawn) = -0.6
HEK293 tox, `COc1ccc([N+](=O)[O-])cc1NC(=O)COC(=O)C=C(C)C` = -10.0%

More compounds
smiles | KB-V1 cytotox | D3 ag | GLP-1R inv ag | aSyn rescue | HEK293 tox | DRD3 antagonist | TDP43 rescue | GLP-1R agonist | PTHR1 ag
CCc1c(C(=O)c2ccc(Cl)cc2)oc2c(C)c3oc(=O)cc(C)c3cc12 | -0.8% | 3.4 | 8.4% | 2.2% | 0.1% | 5.5 | -11.0% | 1.0% | -14.2%[57.5 µM]
Nc1nnc(SCc2cccnc2)s1 | 1.3% | 3.0 | 0.0% | -1.3% | -18.5% | -20.5 | -12.1% | -7.6% | -3.2%[57.5 µM]
C=CCN(CC=C)C(=O)c1cccc(S(=O)(=O)N2c3ccccc3CC2C)c1 (stereo not drawn) | 9.8% | -3.8 | ? | 0.5% | -3.0% | -17.0 | -3.8% | 22.2% | -41.7%[inhibitor]
CCOC(=O)N1CCN(C(=O)Cc2ccc(Cl)cc2)CC1 | -1.3% | -4.4 | 11.3% | 6.9% | -4.7% | 0.0 | 7.5% | -0.5% | -20.2%[57.5 µM]
COc1ccc(NC(=O)c2c(NC(=O)COc3ccccc3)sc3c2CCC(C)C3)cc1 (stereo not drawn) | · | 1.0 | 12.9% | · | 2.2% | · | 0.0% | · | -4.1%
Cc1c(NC(=O)COc2cccc(Br)c2)c(=O)n(-c2ccccc2)n1C | -0.5% | -8.9 | ? | -1.3% | 3.3% | -5.3 | -14.9% | 8.5% | -18.3%
CCCn1c(N)c(C(=O)CSc2ncn[nH]2)c(=O)n(C)c1=O | 8.3% | 0.7 | -16.5% | -7.6% | -21.3% | 17.1 | 18.2% | 0.5% | i
Cc1ccc(N(CC(=O)Nc2ccc(C)c(Cl)c2)S(=O)(=O)c2cccs2)cc1 | 7.4% | -3.4 | -1.6% | · | -1.6% | · | 0.0% | -0.2% | -30.8%[inhibitor]
COc1ccc(C2C(C(C)=O)=C(O)C(=O)N2c2nccs2)c(OC)c1 (stereo not drawn) | -2.4% | 1.0 | 16.0% | -0.3% | -6.0% | 18.9 | 6.9% | -3.6% | -2.6%
O=C(NCCc1ccccc1)Nc1nnc([C@H]2C[C@H](O)[C@@H](CO)O2)s1 | -5.5% | -0.2 | 6.2% | -0.8% | -4.0% | 22.6 | 19.3% | -4.9% | -8.9%
Cn1c(SCC(=O)N2CCOCC2)nc2sc3c(c2c1=O)CCCC3 | ? | 3.0 | 1.0% | -8.0% | 2.3% | 32.8 | ? | 0.8% | -5.9%[57.5 µM]
CN(C)/C=N/c1ncnc2c1cnn2-c1ccc(C(F)(F)F)cn1 | -1.6% | -0.8 | 32.9% | -3.8% | 8.3% | -12.7 | -3.7% | 1.4% | -12.6%
